# TRPV1 agonist: HTS Assay for Compounds that Act as Agonists of the Vanilloid Receptor 1; Transient receptor potential cation channel subfamily V member 1 (Homo sapiens), Q8NER1; TRPV1-expressing cells, Fluo-8 calcium influx, agonist mode; activation, % at 8.33 µM; 320,000 tested, 0.19% active; AID 540275, 2011; in the data active = activation above about 80%; inconclusive = between about 30% and that limit; note: 0% is about no effect
#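 Fluo-8 calcium influx in TRPV1-expressing cells, kinetic read (ex 480/em 520 nm). Compound added and read 3 min for agonist activity, followed by capsaicin at EC20 final and 2 min further read for enhancement.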
# Coupling enz: qHTS Assay for Inhibitors of Fructose-1,6-bisphosphate Aldolase from Giardia Lamblia: Coupling assay counterscreen. coupling enzyme system counterscreen, AmpLite Red fluorescence. activity change, negative = inhibition, % at 58.2 µM, hits read low. 290,000 tested, 0.67% active; in the data active = activity change below about -30%; note: % is set by controls: 0 for no effect and ±100 for the full control effect
#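 Coupling enzymes only (glyceraldehyde-3-phosphate) + compound, at 57.5 uM final, 10 min RT; add substrate/coupling/AmpLite Red mix, 20 min RT; fluorescence ex 525/em 598 nm. Actives flag coupling-system interference.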
# B2AR arrestin: qHTS assay of beta-arrestin-biased ligands of beta2-adrenergic receptor; Beta-2 adrenergic receptor (Homo sapiens), P07550; Potency, µM (top dose mostly 46.1 µM), for the others: top-dose activation, most hits filed as activators; 330,000 tested, 0.02% active; beta-arrestin recruitment to beta2AR, cell-based reporter; AID 492947, 2010;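 note: potency is the fitted concentration of half-maximal effect; 0% = DMSO controls and full agonism = EC100 isoproterenol or metaproterenol; nearly all actives have a fitted effect of over 65% in size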
# MLL CXXC-DNA inh: qHTS Fluorescence Polarization Assay for Inhibitors of MLL CXXC domain - DNA interaction. Histone-lysine N-methyltransferase 2A (Homo sapiens), Q03164. 290,000 tested, 0.037% active. MLL-CXXC / FITC-HOXA9 DNA fluorescence polarization. AID 2662, 2010. Potency, µM (series often up to 115 µM), inactives show at the highest dose activity change, negative = inhibition, usual class: inhibitors; active = well fitted inhibition curve with a large enough effect in the polarisation, with a control signal flat, not every such curve was filed as active; inconclusive = small, poorly fitted or top-dose-only effect, or effect the other way, or a change in a side signal; inactive = no such curve, though single readings can be large or run the other way; the % refers to the polarisation; note: potency is the fitted concentration of half-maximal effect
#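 Purified MLL-CXXC (added from a 7 uM solution) was preincubated 5 min at ambient with pinned compounds in 50 mM Tris-HCl pH 7.5, 50 mM NaCl, 1 mM DTT, 0.05% BSA. Fluorescein-labeled HOX-A9 DNA (50 nM solution) followed, 30 min, then polarization read.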
# Menin MLL FP TR: qHTS Assay for Inhibitors Targeting the Menin-MLL Interaction in MLL Related Leukemias: Competition With Texas Red Labeled MLL-derived Mutant Peptide; Potency, µM (series often up to 61.6 µM), for inactives: top-dose FP activity change, negative = inhibition, usual class: inhibitors; O00255; AID 1768, 2009; Menin + Texas Red MLL mutant peptide, fluorescence polarization; 270,000 tested, 0.23% active; active = well fitted inhibition curve with a large enough effect in the polarisation, with a control signal flat, not every such curve was filed as active; inconclusive = small, poorly fitted or top-dose-only effect, or effect the other way, or a change in a side signal; inactive = no such curve, though single readings can be large or run the other way; the % refers to the polarisation; note: potency is the fitted concentration of half-maximal effect; % of control where 0% means no effect; many of its hits are not listed in these tables
# Giardia kill: Small Molecules that selectively kill Giardia lamblia: qHTS; activity change, % at 7.66 µM, hits read low; 340,000 tested, 0.15% active; AID 540267, 2011; Giardia lamblia trophozoite viability; in the data active = activity change below about -80%; inconclusive = between about -30% and that limit;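 note: parasites exposed to compound for two days anaerobically before the ATP read; % is set by controls: 0 for no effect and ±100 for the full control effect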
#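 Luminescent ATP signal served as the viability read-out, measured 15-30 min after adding ATP detection reagent to trophozoites that had been incubated with compounds for 48 hrs at 37 deg C anaerobically at 100 cells/well.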
# KCNH2 3.1 block: qHTS for Inhibitors of KCHN2 3.1: Mutant qHTS; activity change, % (tested at about 1.8 µM); 340,000 tested, 0.95% active; AID 720553, 2013; U2OS KCNH2 3.1, thallium flux FluxOr; active compounds read low; Potassium voltage-gated channel subfamily H member 2, brain isoform KCNH2 3.1 (human);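 active = maximum activity change below -70%; inconclusive = maximum activity change from -70% to -50%; inactive = maximum activity change above -50%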;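 note: thallium influx rate constant from kinetic fluorescence after stimulation buffer; % is set by controls: 0 for no effect and ±100 for the full control effect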
#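 Measured as rate of thallium-driven FluxOr signal in transduced U2OS cells carrying the 3.1 channel, read kinetically for 2 min upon stimulation; values are rate constants scaled to DMSO control wells.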
# USP2a block: qHTS Assay for Inhibitors of Ubiquitin-specific Protease USP2a Using CHOP2 as the Reporter. Ubiquitin carboxyl-terminal hydrolase 2 (Homo sapiens), O75604. USP2 core, Ub-CHOP2 coupled fluorogenic reporter, 485/531. Potency, µM (highest dose often 38.3 µM), for the others: at the top dose activity change, negative = inhibition, hits mostly inhibitors. 330,000 tested, 0.01% active;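 note: potency is the fitted concentration of half-maximal effect; plate controls were DMSO wells for no effect and full inhibition by NEM control for full effect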
#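 USP2 core (10nM final) preincubated 30min RT with compound in 20mM Tris-HCl pH 8.0, 2mM CaCl2, 2mM beta-mercaptoethanol, 0.05% CHAPS; 25nM Ub-CHOP2 plus 25nM reporter substrate added, fluorescence (Ex485/Em531) read after 60min.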
# PKM2 act: qHTS Assay for Activators of Human Muscle isoform 2 Pyruvate Kinase; Pyruvate kinase PKM (Homo sapiens), P14618; purified PKM2, Kinase-Glo ATP luminescence, activation; response scale: 0% is enzyme alone, no compound; Potency, µM (highest dose often 57.5 µM), for the others: at the highest dose activation, actives largely listed as activators; 260,000 tested, 0.34% active; AID 1631, 2009; note: potency is the fitted concentration of half-maximal effect; % is set by controls: 0 for no effect and ±100 for the full control effect; nearly all actives have a fitted effect of over 55% in size
#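 ATP formation by purified human PK-M2, quantified via coupled luciferase luminescence after 1 h at room temperature with 0.1 mM ADP and 0.5 mM PEP final.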
# hERG WT inh: qHTS for Inhibitors of KCHN2 3.1: Wildtype qHTS. Voltage-gated inwardly rectifying potassium channel KCNH2 (Homo sapiens), Q12809. U2OS, BacMam KCNH2, thallium flux FluxOr; active compounds read low. activity change, % at 1.84 µM. 340,000 tested, 0.37% active;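 active = maximum activity change below -70%; inconclusive = maximum activity change between -70% and -50%; inactive = maximum activity change above -50%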; note: % is set by controls: 0 for no effect and ±100 for the full control effect
#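 U2OS cells transduced with wild-type KCNH2 virus are loaded with FluxOr dye for 45 min, and thallium flux is measured in kinetic reads before and after stimulation buffer. Rate constants are normalized to DMSO controls.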
# GALK inhibitor: qHTS Assay for Inhibitors of Human Galactokinase (GALK); Purified GALK, Kinase-Glo residual ATP luminescence; Potency, µM (highest dose often 57.5 µM), for the others: at the top dose activity change, negative = inhibition, actives largely listed as inhibitors; 270,000 tested, 0.007% active; AID 1868, 2009; note: potency is the fitted concentration of half-maximal effect; % is set by controls: 0 for no effect and ±100 for the full control effect
#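 GALK at 5 nM final was combined with compound, 35 uM ATP and 100 uM galactose in HEPES pH8.0 with MgCl2 and DTT. The reaction ran one hour at room temperature before luminescent ATP detection.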
# * = called active by the depositor; ? = inconclusive; nt = no result given; [ ] = remark or other dose. Unless noted, calls come from the whole dose curve; as a rule, active = well fitted curve in the direction sought with a large enough effect; inconclusive = small, poorly fitted or top-dose-only effect, or another doubt; inactive = no such curve, though single readings can be large; an effect the other way counts as inactive or inconclusive. The list is partial. The share of hits here may be higher or lower than overall.
SMILES,TRPV1 agonist,Coupling enz,B2AR arrestin,MLL CXXC-DNA inh,Menin MLL FP TR,Giardia kill,KCNH2 3.1 block,USP2a block,PKM2 act,hERG WT inh,GALK inhibitor
COC(=O)c1cc(-c2ccccc2)sc1NC(=O)CN1C(=O)c2ccccc2C1=O,-2,-3,-0.1%,1%,?,-16,-2,7%,-6%,-11,-2%
Cc1nc2scc(C)n2c(=O)c1S(=O)(=O)NCc1ccccc1,13,-4,0.1%,10%,13%,15,-1,0%,-4%[0.46 µM],-1,2%
Cc1ccc(Oc2ncc(-c3ccc(Cl)cc3)cn2)cc1,-2,6,-0.4%,7%,-21%,-9,-31,2%,0%,2,-1%
COc1ccc(NS(=O)(=O)c2ccc(NC(=O)C3CC3)cc2)cc1,-1,nt,-0.2%,1%,nt,-3,-8,-1%,0%,-1,-2%
O=C(N/N=C1/CC2CCC1C2)c1cc2ccccc2cc1O (stereo not given),-3,nt,0.4%,-7%,nt,14,-2,0%,-1%,12,-2%
O=C(C[C@@H]1C/C=C\C[C@H](Cc2ccc(F)cc2)C(=O)OC[C@H]2CCCN2C1=O)NCCO,nt,nt,3.5%,nt,nt,-13,-2,1%,nt,3,nt
CCCC(C)CO (stereo not given),1,nt,-0.8%,nt,nt,9,-15,1%,nt,-4,nt
COCCNC(=O)C1CC(c2cccc([N+](=O)[O-])c2)=NO1 (stereo not given),-6,3,-0.2%,5%,0%,8,-6,-1%,2%,nt,-1%
CN(C)S(=O)(=O)c1ccc(Cl)c(NC(=O)CNC2(C)CCS(=O)(=O)C2)c1 (stereo not given),nt,nt,-0.9%,nt,nt,6,-5,-6%,nt,2,nt
O=C(c1ccc(S(=O)(=O)N2CCCC2)cc1)N1CCN(Cc2ccc3c(c2)OCO3)CC1,-4,0,-0.8%,1%,14%,-2,5,4%,4%,-1,-2%

# The final 2 compounds of the part above lead into the next.
SMILES,TRPV1 agonist,Coupling enz,B2AR arrestin,MLL CXXC-DNA inh,Menin MLL FP TR,Giardia kill,KCNH2 3.1 block,USP2a block,PKM2 act,hERG WT inh,GALK inhibitor
CN(C)S(=O)(=O)c1ccc(Cl)c(NC(=O)CNC2(C)CCS(=O)(=O)C2)c1 (stereo not given),nt,nt,-0.9%,nt,nt,6,-5,-6%,nt,2,nt
O=C(c1ccc(S(=O)(=O)N2CCCC2)cc1)N1CCN(Cc2ccc3c(c2)OCO3)CC1,-4,0,-0.8%,1%,14%,-2,5,4%,4%,-1,-2%
CN(C(=O)COC(=O)Cc1c[nH]c2ccccc12)c1c(N)n(Cc2ccccc2)c(=O)[nH]c1=O,-3,nt,0.4%,nt,nt,2,11,3%,nt,-4,nt
CC(=O)c1ccccc1NC(=O)COC(=O)CN1C(=O)C2CCCCC2C1=O (stereo not given),6,nt,-0.9%,nt,nt,-12,1,-3%,nt,-5,nt
COc1ccccc1NC(=S)N1CCn2cccc2C1c1cccnc1 (stereo not given),2,0,0.4%,17%,-11%,-1,-18,-2%,4%,5,-2%
O=Cc1ccccc1OCCCOc1cccc2cccnc12,4,-5,0.2%,5%,-3%,-10,-11,-2%,2%[11.5 µM],5,-2%
COCCNC(=O)CSCc1cc(C)cc(C)c1,-2,0,0.1%,9%,-10%,5,-3,2%,-3%,-19,5%
O=C(c1ccccc1)c1cc([N+](=O)[O-])ccc1N1CCOCC1,2,3,-0.2%,4%,2%,2,3,-1%,3%,-1,-1%
CC(=O)c1nn(-c2cccc(Br)c2)cc1C(=O)c1ccc2ccccc2c1,2,1,0.1%,1%,-7%,13,-2,1%,0%,-2,-5%
C=CCn1c(=O)c2ccccc2n2c(SCC(=O)Nc3cc(C)on3)nnc12,9,6,-0.3%,2%,-20%,-6,19,1%,6%,-3,0%
CC1Oc2ccccc2N(CC(=O)Nc2ccc(F)cc2)C1=O (stereo not given),6,-2,0.2%,10%,-1%,13,-2,2%,4%[11.5 µM],1,-4%
COc1cccc(-c2nc(-c3ccc(NC(=O)c4cccnc4)cc3)no2)c1,-1,0,0.1%,-9%,?,-5,-14,2%,1%,1,-2%

# Results in KCNH2 3.1 block, Coupling enz and USP2a block, for some of the entries so far:
Molecule | KCNH2 3.1 block | Coupling enz | USP2a block
C=CCn1c(=O)c2ccccc2n2c(SCC(=O)Nc3cc(C)on3)nnc12 | 19 | 6 | 1%
CC1Oc2ccccc2N(CC(=O)Nc2ccc(F)cc2)C1=O (stereo not given) | -2 | -2 | 2%

# More results follow:
SMILES,TRPV1 agonist,Coupling enz,B2AR arrestin,MLL CXXC-DNA inh,Menin MLL FP TR,Giardia kill,KCNH2 3.1 block,USP2a block,PKM2 act,hERG WT inh,GALK inhibitor
COc1ccc(CNC(=O)c2ccccc2NS(C)(=O)=O)cc1,0,5,-0.5%,-2%,-5%,-7,4,-1%,-9%,-4,3%
CSc1ccc(/C=N/Nc2nc(C)cc(C)n2)cc1,0,-3,0.1%,0%,14%,11,-2,1%,-6%,8,0%
COc1cccc(-n2nnnc2SCC(=O)NCc2ccc3c(c2)OCO3)c1,-5,-1,-0.5%,-3%,1%,-30,17,2%,0%,-2,-1%
O=C(Nc1ccccc1Br)c1ccccc1-c1ccccc1,-2,2,0.4%,3%,-3%,-26,-2,1%,1%,-12,nt
N#Cc1c(C(F)(F)F)cc(-c2ccccc2)[nH]c1=O,nt,20,-0.6%,-21%,nt,18,-9,1%,-12%,4,-3%
CCNc1nnc(CSc2nc3ccccc3s2)s1,25,4,-0.3%,-5%,3%,-13,-7,-2%,21%,-2,1%
COc1ccc(OC)c(-n2c(SCC(C)=O)nnc2-c2cccc(S(=O)(=O)N(C)C)c2)c1,-1,3,-0.5%,-4%,-5%,-20,2,1%,-4%,14,2%
Cn1cnc([N+](=O)[O-])c1Sc1nnc(-c2cccnc2)n1C,2,-2,0.6%,-5%,?,-20,19,1%,0%,5,2%
Cc1ccccc1-c1nnc2c3ccccc3c(C)nn12,-4,1,-0.6%,2%,-7%,-11,-5,2%,-4%,-4,0%
Cc1cccc(NS(=O)(=O)c2nnc(NC(=O)C3CCCCC3)s2)c1,-2,5,0.0%,nt,8%,15,-13,-1%,3%,1,nt
COc1ccc(/C=N/Nc2ncc(-c3ccccc3)cn2)c(OC)c1,-2,3,-0.8%,4%,23%,-15,-29,1%,?,-29,0%
CCc1ccc(N(C(=O)c2snc(C(N)=O)c2N)C(C(=O)NCC2CCCO2)c2cccs2)cc1 (stereo not given),29,0,0.0%,-3%,-18%,5,11,0%,nt,-13,-1%

# Whole records as entered above. Values in the order: TRPV1 agonist | Coupling enz | B2AR arrestin | MLL CXXC-DNA inh | Menin MLL FP TR | Giardia kill | KCNH2 3.1 block | USP2a block | PKM2 act | hERG WT inh | GALK inhibitor
# Profile of N#Cc1c(C(F)(F)F)cc(-c2ccccc2)[nH]c1=O → nt | 20 | -0.6% | -21% | nt | 18 | -9 | 1% | -12% | 4 | -3%
# Profile of CCc1ccc(N(C(=O)c2snc(C(N)=O)c2N)C(C(=O)NCC2CCCO2)c2cccs2)cc1 (stereo not given) → 29 | 0 | 0.0% | -3% | -18% | 5 | 11 | 0% | nt | -13 | -1%

# Source: PubChem BioAssay
